# Dengue-2 NS5 capping: Dengue-2 NS5 methyltransferase inhibitors, primary screen, biochemical, confirmation dose response (AID 588689); Dengue-2 NS5 methyltransferase capping enzyme assay, biochemical; higher % means a stronger effect; inhibition, % at 25 µM; hits with a dose series show IC50 in µM; hit rate 0.3% among 340,000; in the data active = a potency from the dose series; inconclusive = inhibition above about 29% without an active follow-up result
# HIV peptide binding: inhibitors of HIV fusion peptide binding, primary screen, biochemical, uHTS, fluorescence dequenching (AID 1986). cell-free peptide binding, fluorescence dequenching, 30 min; higher % means a stronger effect. one-dose inhibition, % at 20 µM; IC50 in µM for titrated hits. hit rate 0.3% among 290,000; in the data active = inhibition mostly above about 52%, no sharp cut-off; inactive = mostly below about 76%; also: some results filed as inactive read as strong as hits
# LYP phosphatase: PTPN22 lymphoid phosphatase activity blockers – biochemical, fluorescence intensity, uHTS (AID 1779); recombinant LYP phosphatase, fluorescence intensity; higher % means a stronger effect; inhibition, % at 11.5 µM, or IC50 in µM where a hit was titrated; hit rate 0.054% among 290,000;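 also: plate controls were vehicle with enzyme for no effect and no enzyme for full effect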
# Siah-1 displacement: Siah-1 peptide-binding antagonists, primary screen, biochemical, fluorescence polarization, rhodamine-plectin, uHTS (AID 1817). Siah-1 / rhodamine-plectin peptide fluorescence polarization; higher % means a stronger effect. displacement, % at 20 µM, or IC50 in µM where a hit was titrated. hit rate 0.02% among 290,000;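 active = displacement of at least 50% at 20 µM, with a fluorescence ratio check between 0.3 and a set limit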;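 also: plate controls were Siah plus tracer with DMSO for no effect and tracer alone without Siah for full effect; strong numbers were not always called active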
# AID2073: disruptors of CaV2.2 binding to Mint1 – biochemical, HTRF (AID 2073) | HTRF protein-protein interaction, Mint1-CaV2.2; higher % means a stronger effect | inhibition, % at 20 µM, or IC50 in µM where a hit was titrated | hit rate 0.19% among 290,000; in the data active = inhibition mostly above about 51%, no sharp cut-off; inconclusive = no clear call, values can overlap the other calls; inactive = mostly below about 53%; also: some results filed as inactive read as strong as hits
# Lipid droplet: hepatic lipid droplet formation modulation. inhibition, % at 6.5 µM. hit rate 0.4% among 240,000. AML12 mouse hepatocytes, oleate lipid droplets, BODIPY imaging;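 active = lipid droplet intensity inhibited by at least 50%, with more than 500 cells counted; inconclusive = wells with under 300 cells, treated as cytotoxic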
#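 Assay system: AML12 mouse liver cells | Compound: 6.5 µM single-point dosing | Schedule: Overnight exposure | Technique: Fluorescence imaging, 20x objective, two fields per well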
# NOD2 inhibition: NOD2 signaling inhibitors, cell-based, luminescence, uHTS, HEK293 (AID 1566); hit rate 0.63% among 290,000; inhibition, % at 4 µM; hits with a dose series show EC50 in µM; HEK293 NOD2/NF-kB luciferase reporter, luminescence; higher % means a stronger effect; also: many of its hits are not listed in these tables
# Myeloid diff MLP: promotes myeloid progenitor differentiation; ER-HoxA9 myeloid progenitors, lysozyme-GFP differentiation, flow cytometry; calls only at 10 µM; hit rate 1% among 360,000; AID 624256;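 active = normalized GFP-positive differentiation at or above the plate's own cutoff, the solvent-only control mean plus 3 SD; inconclusive = no clear call, values can overlap the other calls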;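 also: cells exposed to compound for four days before flow analysis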
# XIAP displacement: small molecules displacing peptide from XIAP – biochemical, IAP family, fluorescence polarization (AID 1018); XIAP BIR domain, fluorescence polarization peptide displacement; higher % means a stronger effect; hit rate 0.007% among 200,000; displacement, % at 20 µM; hits with a dose series show IC50 in µM; in the data active = displacement above about 50%; also: a part of the inactive calls stands beside numbers as strong as those of hits
# Lipid droplet cells 6.5 µM: also measured in Lipid droplet; calls as there; cell count; measured here: cell count, cytotoxicity flag;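 cells counted across two imaged fields per well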
# Dengue-2 NS5 capping pilot replicate: second read-out of Dengue-2 NS5 capping, no call of its own (marks repeat the call); inhibition, %; measured here: pilot screen replicate inhibition
# Myeloid diff MLP GFP+ MAC1+ %: further read-out of Myeloid diff MLP, marked with its call; GFP+ MAC1+ double positive, %; measured here: differentiation confirmed by MAC1 staining
# Active calls of the source: *; i = inactive; ? = inconclusive; . = not tested or not shown; + = active, no number. Rule as the data show it, unless noted: active = inhibition above about 50%; inactive = the rest.
SMILES,Dengue-2 NS5 capping,HIV peptide binding,LYP phosphatase,Siah-1 displacement,AID2073,Lipid droplet,Lipid droplet cells 6.5 µM,NOD2 inhibition,Myeloid diff MLP,Myeloid diff MLP GFP+ MAC1+ %,XIAP displacement,others
CN(C)c1ccc(CNC(=O)CN2C(=O)COc3ccc(S(=O)(=O)N4CCCC4)cc32)cc1,-7%,0.8%,-10%,0%,6%,7,751,17%,i,4.3,.,
O=C(NCC1OCCCN1S(=O)(=O)c1ccc(F)cc1)C(=O)NC1CCCC1 (centres undefined),-6%,-0.6%,-8%,2%,11%,-10,596,-8%,i,1.1,.,
Cc1cccc(NC(=O)c2ccc([N+](=O)[O-])s2)c1C,-4%,-1.8%,-10%,5%,-3%,-10,604,12%,i,0.3,-7.8%,
CCOc1cc(/C=C2\SC(=Nc3ccc(CC)cc3)NC2=O)ccc1OCC(=O)O,16%,69%,7%,3%,18%,8,863,1%,i,0.4,.,
S=c1[nH]c2ccc(Cl)cc2s1,-8%,3.6%,0%,-1%,17%,-3,852,-1%,i,0.5,.,
COc1ccccc1OCC(=O)n1cc(C(=O)c2cc(Cl)cc(Cl)c2O)cn1,-9%,11%,1%,2%,20%,4,590,12%,i,0.8,-8.2%,
CC(NC(=O)CCc1nnc(C2(c3ccc(Cl)cc3)CCC2)o1)C1CC1 (centres undefined),5%,-1.3%,-7%,1%,-4%,13,723,-35%,i,0.5,-6.5%,
Cc1cccc2c(CC(=O)Nc3ccccc3)noc12,-1%,2.1%,1%,-1%,1%,4,663,-29%,i,0.6,15%,
CCC(=O)Oc1ccc(C2NC(=O)c3ccccc3O2)cc1OC (centres undefined),2%,-0.5%,-6%,-6%,8%,18,838,15%,i,0.6,.,
C/C(=N\NC(=O)C(=O)Nc1ccc(C)cc1)c1ccncc1,-5%,-2.5%,-7%,8%,8%,-13,525,22%,i,0.8,-1.8%,
CC1CCCCN1C(=O)/C=C/c1ccccc1[N+](=O)[O-] (centres undefined),-2%,-1.7%,-1%,-6%,-8%,28,763,-1%,i,0.1,3.1%,
CCOC(=O)c1ccc(N2C(=O)C(CC(N)=O)N(NC(=O)c3cccc(F)c3)C2=S)cc1 (centres undefined),-3%,-1.1%,-3%,4%,-1%,-16,825,4%,i,0.8,.,
COc1ccc(/C=N/NC(=O)c2ccn[nH]2)cc1Cn1nc(C)c([N+](=O)[O-])c1C,.,0.4%,-3%,-2%,2%,18,684,5%,i,0.6,.,
CC(=O)N/C(=C\c1ccccc1)C(=O)OCC(=O)NC1CCCC1,0%,3.4%,-8%,4%,0%,-4,628,2%,i,0.4,-2.5%,
Cc1ccc(S(=O)(=O)c2c(N)n(Cc3ccco3)c3nc4ccccc4nc23)cc1,2%,0.4%,-10%,2%,15%,.,.,2%,i,4.1,-4.9%,

# Seven entries drawn at random from those above:
SMILES,Dengue-2 NS5 capping,HIV peptide binding,LYP phosphatase,Siah-1 displacement,AID2073,Lipid droplet,Lipid droplet cells 6.5 µM,NOD2 inhibition,Myeloid diff MLP,Myeloid diff MLP GFP+ MAC1+ %,XIAP displacement,others
COc1ccccc1OCC(=O)n1cc(C(=O)c2cc(Cl)cc(Cl)c2O)cn1,-9%,11%,1%,2%,20%,4,590,12%,i,0.8,-8.2%,
Cc1cccc(NC(=O)c2ccc([N+](=O)[O-])s2)c1C,-4%,-1.8%,-10%,5%,-3%,-10,604,12%,i,0.3,-7.8%,
CCOc1cc(/C=C2\SC(=Nc3ccc(CC)cc3)NC2=O)ccc1OCC(=O)O,16%,69%,7%,3%,18%,8,863,1%,i,0.4,.,
COc1ccc(/C=N/NC(=O)c2ccn[nH]2)cc1Cn1nc(C)c([N+](=O)[O-])c1C,.,0.4%,-3%,-2%,2%,18,684,5%,i,0.6,.,
CCC(=O)Oc1ccc(C2NC(=O)c3ccccc3O2)cc1OC (centres undefined),2%,-0.5%,-6%,-6%,8%,18,838,15%,i,0.6,.,
CCOC(=O)c1ccc(N2C(=O)C(CC(N)=O)N(NC(=O)c3cccc(F)c3)C2=S)cc1 (centres undefined),-3%,-1.1%,-3%,4%,-1%,-16,825,4%,i,0.8,.,
CC1CCCCN1C(=O)/C=C/c1ccccc1[N+](=O)[O-] (centres undefined),-2%,-1.7%,-1%,-6%,-8%,28,763,-1%,i,0.1,3.1%,

# Next section.
SMILES,Dengue-2 NS5 capping,HIV peptide binding,LYP phosphatase,Siah-1 displacement,AID2073,Lipid droplet,Lipid droplet cells 6.5 µM,NOD2 inhibition,Myeloid diff MLP,Myeloid diff MLP GFP+ MAC1+ %,XIAP displacement,others
CCOc1ccc(CN(C)CC(=O)Nc2cc(C)c(C)cc2[N+](=O)[O-])cc1,-7%,-1.7%,2%,-6%,-6%,-8,711,2%,i,0.3,-12%,
O=C(NC1CCSc2ccccc21)c1ccc(F)cc1 (centres undefined),4%,0.5%,-9%,10%,8%,2,797,9%,i,4.2,.,
CC1=NN(C(=S)Nc2ccccc2)C(c2ccccc2)C1 (centres undefined),29%,-2.6%,-5%,0%,-13%,-18,637,6%,i,0.5,-10%,
CC1C2(C)OC(=N)C(C#N)(C(C)O2)C1(C#N)C#N (centres undefined),?,5.0%,-9%,1%,49%,2,744,-3%,i,0.2,.,
OCCC1CN(CC2CC2)CCN1Cc1ccc(F)c(F)c1 (centres undefined),0%,0.1%,-9%,3%,9%,9,814,-24%,i,0.6,.,Dengue-2 NS5 capping pilot replicate=-4.5
CCCN1Cc2cccc(C(=O)Nc3ccc4c(c3)OCCO4)c2C1=O,-1%,1.2%,2%,2%,4%,.,.,26%,i,1.1,3.2%,
CC(=O)N1CCN(Cc2nc3ccc(Cl)cc3n2CCO)CC1,-6%,-1.9%,-6%,0%,5%,-8,817,-2%,i,4.3,.,
COc1ccc(OCC(=O)N2CCOCC2)cc1,2%,-1.6%,-6%,6%,-2%,-3,761,-4%,i,2.2,-4.1%,
COc1ccc(CC(=O)Nc2ccccc2N2CCOCC2)cc1OC,-8%,0.1%,-4%,-2%,1%,-7,690,6%,i,0.5,-3.6%,
CCn1c(=O)n(CC)c2cc(S(=O)(=O)Nc3cc(C)cc(C)c3C#N)ccc21,-10%,0.0%,-1%,1%,5%,4,793,19%,i,3.5,0.0%,
COc1ccc(OC)c(CCNC(=O)Cn2sc3nc(C)cc(C)c3c2=O)c1,.,1.9%,-7%,2%,5.7µM*,.,.,11%,.,.,-1.5%,
CCCCNC(=O)Nc1cc(C)on1,-2%,2.4%,-12%,-3%,16%,-2,823,9%,i,2.1,-5.9%,Dengue-2 NS5 capping pilot replicate=3.0
COC(=O)C1CC(=O)c2sccc2C1 (centres undefined),-1%,0.5%,-2%,-1%,3%,4,662,2%,i,0.5,-8.4%,
O=C(NC1CCCCCC1)C1CCN(c2nc3ccccc3o2)CC1,-1%,17%,-3%,0%,-1%,.,.,14%,i,7.1,-1.8%,
CCCC(=O)NCCCc1nc2ccccc2n1C(C)C,-1%,2.0%,-2%,9%,-2%,-9,651,-3%,i,1.9,-4.8%,
C/C(CC(=O)Nc1ccc(OCc2ccccc2)cc1)=N\NC(=O)C(=O)Nc1ccccc1C,.,13%,-5%,-3%,7%,.,.,-18%,i,1.0,-0.3%,
Cc1cccc(C2CC(c3ccc(Cl)cc3)Nc3nc(N)nn32)c1 (centres undefined),-8%,0.1%,1%,3%,-10%,-13,608,4%,i,1.4,-1.0%,
CCOc1ccc(C2C3=C(CCCC3=O)OC(N)=C2[N+](=O)[O-])cc1 (centres undefined),-4%,-1.3%,-2%,-4%,-8%,23,731,-3%,i,0.4,.,
COc1ccc(/C=C/C(=O)NCCOc2ccccc2OC)cc1,3%,-1.0%,3%,5%,-1%,5,696,13%,i,0.6,-2.2%,
Fc1ccc(C2Nc3cccc4cccc(c34)N2)cc1,22%,25%,-7%,0%,25%,-34,640,-27%,i,0.3,.,
Cc1nn(C)cc1S(=O)(=O)Nc1ccc(C(F)(F)F)cc1,0%,1.1%,-10%,-5%,-1%,24,814,13%,i,0.5,.,
CCOC(=O)C1CCN(C(=O)CC2C(=O)N(Cc3ccccc3)C(C)c3nc4ccccc4n32)CC1 (centres undefined),0%,-2.2%,-12%,3%,-1%,-44,742,6%,i,3.4,-6.3%,
O=C(c1cc(COc2ccc3c(c2)CCCC3)on1)N1CCCC1,-8%,-0.4%,-7%,2%,9%,-3,684,-31%,i,0.7,.,
CCOC(=O)c1c(NC(=O)Cn2c(C)nc3ccccc32)sc2c1CCC2,-5%,3.7%,3%,5%,3%,6,634,11%,i,1.6,-1.1%,
C/C(Cl)=C/Cn1c(N2CCCC2)nc2c1c(=O)n(C)c(=O)n2C,-1%,3.0%,-7%,-1%,-6%,.,.,15%,+,0.8*,-1.4%,
O=C(O)CCCC(=O)Nc1cccc(C(F)(F)F)c1,2%,1.5%,1%,0%,-7%,8,760,2%,i,0.6,-14%,
C=CCn1c(COc2ccccc2OC)nc2ccccc21,-7%,1.3%,-1%,3%,21%,-37,846,-9%,i,0.2,.,Dengue-2 NS5 capping pilot replicate=-4.6
Cc1ccc(C)n1Cc1ccccc1Cl,-25%,1.5%,-1%,13%,26%,6,687,4%,i,0.0,-2.3%,
COc1cccc(C2CCCN2Cc2nc(-c3cnccn3)no2)c1 (centres undefined),1%,0.7%,-10%,-2%,-2%,0,680,13%,i,0.5,-8.8%,
O=S(=O)(c1ccccc1)N1CCN(C(=S)NCCc2ccccc2)CC1,-2%,-1.8%,-7%,2%,-5%,-10,814,-4%,i,1.1,.,
N#Cc1cccc(Oc2ccc(-c3cnc4ccccc4n3)cc2)c1C#N,0%,6.3%,-5%,13%,3%,13,599,12%,i,0.8,-10%,
Cc1c(CNC(=O)C2CC2)c(-n2cccc2)n(Cc2ccccc2)c1C,-7%,0.2%,5%,6%,-4%,15,696,-5%,i,0.5,-7.5%,
O=C(C1CCN(S(=O)(=O)c2cccc3nsnc23)CC1)N1CCc2ccccc21,5%,0.3%,-1%,-2%,7%,.,.,14%,i,1.3,-5.2%,
N/C(=N\OC(=O)CC1CCCCC1)c1ccc([N+](=O)[O-])cc1,-10%,0.5%,-1%,-5%,-3%,-18,695,-11%,i,1.1,-9.4%,
CN1C(C(=O)Nc2ccc(F)cc2F)=CC(c2cccs2)=NS1(=O)=O,-1%,1.4%,-13%,12%,2%,4,747,15%,i,3.2,.,
CC(C)CCNC(=O)C(=O)NCC1OCCCN1S(=O)(=O)c1cccs1 (centres undefined),-3%,14%,1%,2%,7%,-28,688,-3%,i,2.0,.,
CCCC12CN3CCN(CC(C3)/C1=N\NC(=O)c1ccc(C(C)(C)C)cc1)C2,4%,-0.6%,-5%,-3%,12%,7,636,12%,i,1.1,-7.8%,
Cc1cc2ccccc2n2c(SCC(=O)NCc3cccs3)nnc12,-4%,-2.2%,-7%,6%,9%,-6,721,8%,i,5.7,-0.3%,
Cc1ccccc1-c1nnc(SCc2ccc(F)cc2)o1,-4%,-1.0%,0%,2%,-3%,6,721,-28%,i,0.4,0.5%,
Cc1cc2cc(CNC(=O)C3CCCC3)ccc2n1C,6%,6.5%,2%,0%,13%,-22,579,12%,i,1.9,.,

# Some of the compounds tested; count on the stated rates, not on these rows.
